Assay outcomes from PubChem BioAssay.
bIAP inhibitor – blocks bovine intestinal alkaline phosphatase activity. purified bovine IAP, CDP-star luminescence, 30 min. inhibition, % at 20 µM. 190,000 tested, under 10 active. AID 1019;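 active means over 50% inhibition of intestinal alkaline phosphatase at 20 µM in the single-dose screen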
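System: purified bovine intestinal alkaline phosphatase (IAP) enzyme; Input: IAP diluted 1/65,000,000 in the well; Measured by: CDP-star luminescence signal; Compound dosing: 20 µM single dose; Incubation: 30 min reaction at room temperature.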
TNAP inh no acc – blocks human TNAP activity with no phosphate acceptor present. 200,000 compounds, 0.26% hits. inhibition, % at 20 µM. purified TNAP, CDP-star luminescence, 30 min;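 active means tissue-nonspecific alkaline phosphatase inhibition above about 50% at 20 µM in the single-dose screen, limit read from the data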;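 further: 0% = DMSO negative control and 100% = EDTA positive control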
Target sequence (P05186 whole entry, looked up): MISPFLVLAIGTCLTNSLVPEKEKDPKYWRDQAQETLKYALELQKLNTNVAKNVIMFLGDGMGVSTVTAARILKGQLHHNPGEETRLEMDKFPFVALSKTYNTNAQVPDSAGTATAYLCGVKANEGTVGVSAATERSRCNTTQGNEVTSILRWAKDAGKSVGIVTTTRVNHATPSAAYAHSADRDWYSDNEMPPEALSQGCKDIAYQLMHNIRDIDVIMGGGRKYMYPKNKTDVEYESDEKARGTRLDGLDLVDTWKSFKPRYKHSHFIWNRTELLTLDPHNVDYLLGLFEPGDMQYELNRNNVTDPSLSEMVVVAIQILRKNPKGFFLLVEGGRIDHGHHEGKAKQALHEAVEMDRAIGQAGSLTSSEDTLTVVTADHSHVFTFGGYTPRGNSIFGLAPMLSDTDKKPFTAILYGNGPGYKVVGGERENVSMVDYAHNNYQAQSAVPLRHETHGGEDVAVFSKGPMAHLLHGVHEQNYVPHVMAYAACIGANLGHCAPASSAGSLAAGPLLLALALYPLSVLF
Lmaj promast – reduces viability of Leishmania major promastigotes; resazurin fluorescence viability; inhibition, % at 10 µM; 200,000 compounds, 9% hits; in the data active means inhibition above about 50%;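 further: promastigotes grown with compound for 44 hours at 28 °C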
TNAP inh hiacc – TNAP (human) inhibition, high acceptor. P05186. purified TNAP, CDP-star luminescence, 1 M DEA. inhibition, % at 20 µM. 200,000 compounds, 0.03% hits. AID 1135;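 active means over 50% inhibition of tissue-nonspecific alkaline phosphatase at 20 µM in the single-dose screen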;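 further: plate controls were DMSO wells for no effect and EDTA-quenched wells as full inhibition for full effect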
RAM network inh – inhibitors of the yeast RAM network. inhibition, % at 50 µM. S. cerevisiae dse1pr::URA3 reporter, 5-FOA growth OD615, 2 d; analog-sensitive cbk1-as2 kinase mutant strain. 190,000 compounds, 1.8% hits;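 active means inhibition above a set limit, 3 SD over mean compound inhibition, cut at about 8.4% in these data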;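 further: 0% = DMSO-only wells with no growth and 100% = 10 µM 1-NA-PP1 full growth; inhibition rescues growth on 5-FOA so higher OD means more RAM inhibition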
FLuc stim CS – firefly luciferase counter-screen for stimulation assays; P08659; ATPlite luciferase biochemical, luminescence, 10 min; 0 = ATP-free wells, 1 = DMSO control; activation factor at 10 µM; 200,000 tested, under 10 active; AID 1027;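 active means luciferase activation factor, scaled between plate controls, of at least 2 with compound at 10 µM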
Target sequence (P08659 whole entry, looked up): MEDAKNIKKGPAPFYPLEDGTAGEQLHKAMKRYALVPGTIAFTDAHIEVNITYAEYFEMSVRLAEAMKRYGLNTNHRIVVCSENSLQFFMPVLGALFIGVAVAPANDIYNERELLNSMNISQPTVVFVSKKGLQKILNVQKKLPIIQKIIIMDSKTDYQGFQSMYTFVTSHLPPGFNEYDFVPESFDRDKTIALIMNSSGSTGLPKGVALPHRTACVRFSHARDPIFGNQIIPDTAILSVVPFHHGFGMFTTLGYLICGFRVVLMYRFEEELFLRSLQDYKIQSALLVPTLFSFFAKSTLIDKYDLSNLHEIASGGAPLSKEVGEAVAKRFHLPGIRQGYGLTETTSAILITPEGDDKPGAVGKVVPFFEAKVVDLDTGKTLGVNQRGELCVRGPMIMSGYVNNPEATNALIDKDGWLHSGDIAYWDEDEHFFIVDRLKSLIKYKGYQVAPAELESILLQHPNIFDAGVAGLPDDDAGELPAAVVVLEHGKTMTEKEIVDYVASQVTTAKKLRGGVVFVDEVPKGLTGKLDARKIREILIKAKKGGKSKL
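Assay system: Luciferase/luciferin detection reagent, cell-free biochemical luciferase assay / Read-out: luciferase activation / Benchmarks: No-ATP low control, compound-free enzyme-plus-ATP high control / Medium: PBS buffer for ATP / Detection: luminescence measurement of luciferase light output / Schedule: 10 min at ambient temperature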
bIAP act – intestinal alkaline phosphatase (bovine) activation; activation factor at 20 µM; 200,000 compounds, 0.17% hits; AID 1016; purified bovine IAP, CDP-star luminescence, 30 min; stronger effect = higher value; fold of DMSO-control signal, blank-subtracted;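 active means activation factor of 2 or more at 20 µM, a signal rise over negative controls twice the positive control's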
APP transl inh – APP translation inhibition | SH-SY5Y APP 5'UTR-luciferase reporter, luminescence | inhibition, % at 2 µM | 190,000 compounds, 0.82% hits;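 active means inhibition above a set limit, derived from the sample mean plus 3 SD, cut at about 45% in these data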; further: values of inactives mirror those of a sister screen read the other way
FLuc inh counter – inhibits firefly luciferase, flagging false hits in luciferase inhibition screens. P08659. ATPLite firefly luciferase biochemical luminescence, 10 min. inhibition, % at 10 µM. 200,000 compounds, 1.5% hits. AID 1006;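 active means inhibition above about 50% when tested at 10 µM, limit read from the data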
TNAP act hi DEA – increases human TNAP activity under high phosphate acceptor concentration; P05186; purified TNAP, CDP-star luminescence, 1 M DEA, 30 min; stronger effect = higher value; 0 = EDTA background, 1 = DMSO-only activity; activation factor at 20 µM; 200,000 tested, under 10 active; AID 1136;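 active means activation factor at least 2 at 20 µM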
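Test system – human TNAP · Doses – 20 µM single point · Incubation – 30 min, room temperature · Signal – luminescent substrate turnover signal · Read-out basis – activation factor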
Active calls of the source: *; / = not tested or not shown.

Fields – bIAP inhibitor	TNAP inh no acc	Lmaj promast	TNAP inh hiacc	RAM network inh	FLuc stim CS	bIAP act	APP transl inh	FLuc inh counter	TNAP act hi DEA
[1] CCC(NC(=O)CCCc1ccccc1)c1ccccc1 (stereo not given)
 : 13	-5	-6	-4	1.2	1.1	0.9	-14	-6	1
[2] COc1ccc2cc(CN(CC3CCCO3)C(=S)NCc3ccco3)c(=O)[nH]c2c1 (stereo not given)
 : 1	-4	18	-5	1.6	1.1	1	15	-7	1
[3] CCC12CN(C(=O)c3ccc(C)cc3)CC(CC)(CN(C(=O)c3ccc(C)cc3)C1)C2=O
 : -1	-5	52*	-3	0.2	1.1	1	15	-8	1
[4] COc1ccc(CNC(=O)C(c2cccs2)N(Cc2ccco2)C(=O)Cc2cccs2)cc1 (stereo not given)
 : 4	-8	22	-1	11*	1	1	-8	1	1
[5] CCCCNC(=O)C(=O)N/N=C/c1ccc(OCC(=O)Nc2cccc(OC)c2)c(OC)c1
 : 4	-11	-10	-4	1.2	1.1	1	-8	-6	1
[6] Cc1cc(C(=O)N/N=C2\CC(=O)CC(C)(C)C2)c(C)n1-c1ccc(F)cc1
 : 9	-2	-2	-2	1.0	1	0.9	-3	-5	1
[7] CC(C)OC(=O)CSc1nnc(-c2ccc(C(C)(C)C)cc2)n1N
 : 10	-5	-2	-2	1.6	0.9	0.9	-3	7	1
[8] c1ccc(-c2nc3c([nH]2)CCc2nonc2-3)cc1
 : 5	-8	18	-1	2.4	1	0.9	-19	3	1
[9] COCCCNC(=S)Nc1ccc2c(c1)OCCO2
 : 2	-6	-6	0	0.0	1	1	-8	2	1
[10] COC(=O)c1cc(Oc2ccc(C(=O)OC)cc2N)cc(C(=O)OC)c1
 : 13	-12	8	-4	1.7	1	0.9	6	0	1
[11] COc1ccc(/C=C/C(=O)c2sc(-c3ccccc3)nc2C)cc1
 : 18	-13	2	0	13*	1	0.8	/	-2	1
[12] CCOC(=O)/C=c1\s/c(=C\c2ccccc2C)c(=O)n1CC(=O)NCc1ccc2c(c1)OCO2
 : 22	-7	-1	5	5.5	1	0.8	5	2	0.9
[13] O=C(CN(Cc1ccccc1)C(=O)CCC(=O)Nc1nccs1)NCc1ccco1
 : -4	-9	-6	-3	0.5	1	1	-4	-1	1
[14] CCOC(=O)C1C(=O)CC(C)(O)C(C(=O)OCC)C1c1ccc(Br)cc1 (stereo not given)
 : -5	3	-3	-4	2.2	1	1.1	-7	2	1
[15] Cc1ccccc1-n1nnnc1SCC(=O)N(C)C1CCS(=O)(=O)C1 (stereo not given)
 : 1	-5	-3	-1	1.3	1	1	3	-2	1
[16] Oc1c(C(c2cccs2)N2CCC3(CC2)OCCO3)sc2ncnn12 (stereo not given)
 : 0	-10	-4	-6	2.7	1.1	1	13	-6	1.1
[17] CN(C)c1ccc(/C=C/C(=O)c2ccccc2)cc1[N+](=O)[O-]
 : 1	9	100*	19	0.8	0.7	1	/	31	0.8
[18] CN(C)S(=O)(=O)c1ccc(N2CCCC2=O)c([N+](=O)[O-])c1
 : 15	-2	-4	-2	0.4	1.1	0.8	8	-12	1
[19] O=C(C1CCN(S(=O)(=O)N2CCC3(CC2)OCCO3)CC1)N1CCN(Cc2ccccc2)CC1
 : 1	1	-8	0	-0.5	1.1	1	-5	-9	1
[20] Cc1cc(S(=O)(=O)Nc2ccc(C(=O)N3CCN(C(=O)c4ccco4)CC3)cc2)ccc1F
 : 2	-10	-2	-9	0.1	1	1	-7	-4	1.1
[21] Clc1ccc(Cl)c(OCCCCNCc2ccccc2)c1
 : 2	-17	98*	-3	1.2	1.1	1	-2	-9	1
[22] Cc1ccc2nsnc2c1NC(=S)NC(=O)c1ccco1
 : -5	-17	3	4	-0.4	1.1	1	15	-7	1
[23] COc1cccc(/C=N/n2c(N)c(S(=O)(=O)c3cccs3)c3nc4ccccc4nc32)c1
 : 6	-5	-2	-3	2.9	1	0.9	-1	-2	1
[24] CCCCC(CC)CNC(=O)C(Cc1ccccc1)NS(=O)(=O)c1ccc2c(c1)CCC(=O)N2 (stereo not given)
 : 16	-19	7	-4	2.5	1.1	0.8	-19	-6	1
[25] O=c1c2ccc([N+](=O)[O-])cc2ncn1Cc1ccccc1C(F)(F)F
 : -1	-2	-2	2	3.5	1	1	22	-1	1
[26] CCCOc1ccccc1N1C(=O)CC(N2CCOCC2)C1=O (stereo not given)
 : 5	-12	-5	-5	1.6	1	0.9	-8	-4	1.1
[27] CCOC(=O)CSc1nc2cc(OC)ccc2cc1C#N
 : 18	-4	3	3	5.3	1	0.8	-173	-1	1
[28] COC(=O)c1ccc(-n2c(C)cc(C(=O)CSc3cccc[n+]3[O-])c2C)cc1
 : -10	-10	98*	-7	1.6	1	1.1	-13	-1	1.1
[29] CCCNC(=O)Cn1nc(C(F)(F)F)c2c1CCCC2
 : 6	-8	-5	-1	0.5	1.1	0.9	6	-9	1
[30] COc1ccccc1-c1cc2ccccc2[nH]1
 : 11	-6	3	0	0.5	1	0.9	-57	2	1

Random excerpt: 2 compounds from above.
Fields – bIAP inhibitor	TNAP inh no acc	Lmaj promast	TNAP inh hiacc	RAM network inh	FLuc stim CS	bIAP act	APP transl inh	FLuc inh counter	TNAP act hi DEA
[9] COCCCNC(=S)Nc1ccc2c(c1)OCCO2
 : 2	-6	-6	0	0.0	1	1	-8	2	1
[17] CN(C)c1ccc(/C=C/C(=O)c2ccccc2)cc1[N+](=O)[O-]
 : 1	9	100*	19	0.8	0.7	1	/	31	0.8

Six of the entries above in order of the APP transl inh value, lowest first.
| no. | canonical_smiles | bIAP inhibitor | TNAP inh no acc | TNAP inh hiacc | RAM network inh | bIAP act | APP transl inh | TNAP act hi DEA |
| --- | --- | --- | --- | --- | --- | --- | --- | --- |
| 27 | CCOC(=O)CSc1nc2cc(OC)ccc2cc1C#N | 18 | -4 | 3 | 5.3 | 0.8 | -173 | 1 |
| 24 | CCCCC(CC)CNC(=O)C(Cc1ccccc1)NS(=O)(=O)c1ccc2c(c1)CCC(=O)N2 (stereo not given) | 16 | -19 | -4 | 2.5 | 0.8 | -19 | 1 |
| 20 | Cc1cc(S(=O)(=O)Nc2ccc(C(=O)N3CCN(C(=O)c4ccco4)CC3)cc2)ccc1F | 2 | -10 | -9 | 0.1 | 1 | -7 | 1.1 |
| 6 | Cc1cc(C(=O)N/N=C2\CC(=O)CC(C)(C)C2)c(C)n1-c1ccc(F)cc1 | 9 | -2 | -2 | 1.0 | 0.9 | -3 | 1 |
| 16 | Oc1c(C(c2cccs2)N2CCC3(CC2)OCCO3)sc2ncnn12 (stereo not given) | 0 | -10 | -6 | 2.7 | 1 | 13 | 1.1 |
| 22 | Cc1ccc2nsnc2c1NC(=S)NC(=O)c1ccco1 | -5 | -17 | 4 | -0.4 | 1 | 15 | 1 |

Structures listed so far with fluorine:
Fields – bIAP inhibitor	TNAP inh no acc	Lmaj promast	TNAP inh hiacc	RAM network inh	FLuc stim CS	bIAP act	APP transl inh	FLuc inh counter	TNAP act hi DEA
[6] Cc1cc(C(=O)N/N=C2\CC(=O)CC(C)(C)C2)c(C)n1-c1ccc(F)cc1
 : 9	-2	-2	-2	1.0	1	0.9	-3	-5	1
[20] Cc1cc(S(=O)(=O)Nc2ccc(C(=O)N3CCN(C(=O)c4ccco4)CC3)cc2)ccc1F
 : 2	-10	-2	-9	0.1	1	1	-7	-4	1.1
[25] O=c1c2ccc([N+](=O)[O-])cc2ncn1Cc1ccccc1C(F)(F)F
 : -1	-2	-2	2	3.5	1	1	22	-1	1
[29] CCCNC(=O)Cn1nc(C(F)(F)F)c2c1CCCC2
 : 6	-8	-5	-1	0.5	1.1	0.9	6	-9	1

(more compounds)
Fields – bIAP inhibitor	TNAP inh no acc	Lmaj promast	TNAP inh hiacc	RAM network inh	FLuc stim CS	bIAP act	APP transl inh	FLuc inh counter	TNAP act hi DEA
[31] CCc1nnc(NC(=O)c2ccc(N3C(=O)CCC3=O)cc2)s1
 : 10	-3	-8	2	1.6	0.9	0.9	-4	9	1
[32] Cc1c(Br)c([N+](=O)[O-])nn1CC(=O)Nc1ccc(C(C)C)cc1
 : -3	-2	20	4	-0.4	1	1	-5	1	1
[33] CCn1c(SCC(=O)Nc2nccs2)nnc1-c1ccco1
 : 7	38	0	-10	2.5	1.1	0.9	-2	-6	1.1
[34] O=C(NCCOc1cccc(Oc2ccccc2)c1)c1cc(-n2cnnc2)ccc1Cl
 : -14	-6	2	2	0.2	1	1.1	13	-2	1
[35] COc1ccc(C(=O)COC(=O)COc2ccc(C)c(C)c2)cc1
 : 15	-2	-5	0	0.0	1	0.8	-9	-3	1
[36] O=C1NC(=O)/C(=C\c2ccccc2OCc2ccc([N+](=O)[O-])cc2)N1
 : 5	-10	18	-2	2.9	1.1	0.9	23	-8	1
[37] Cc1cc(C)nc(SCC(=O)Nc2ccc(S(=O)(=O)NCCO)cc2)n1
 : 2	-4	-3	0	2.0	1	1	-8	-3	1
[38] Cc1ccccc1N1C(=O)CC(N2CCC(C(N)=O)CC2)C1=O (stereo not given)
 : 9	-11	2	-3	0.5	1.1	0.9	-4	-6	1
[39] C[C@]12CC[C@@H]3c4cc(O)c(O)cc4CC[C@H]3[C@@H]1CC[C@@H]2O
 : -13	39	/	-3	/	1	1.1	29	0	1
[40] COc1ccc(-c2nnc3n2N=C(C)CS3)cc1OC
 : 9	-10	-6	-10	-0.2	1.1	0.9	8	-6	1.1
[41] Cc1ccc(C(=O)NCCNc2ccc([N+](=O)[O-])cc2C(F)(F)F)cc1
 : -6	4	81*	-2	0.0	1	1.1	/	-3	1
[42] CCOc1ccc(Nc2oc(Cc3ccccc3)nc2C#N)cc1
 : 22	-11	100*	-6	5.6	1	0.8	-28	-3	1.1
[43] COc1ccc(NC2=NCC(=O)N2Cc2cccs2)cc1
 : -2	-3	-9	-5	-1.1	1.1	1	-18	-7	1
[44] COC(=O)Cc1ccc(NC(=S)N2CCN(c3cc(Cl)ccc3C)CC2)cc1
 : 6	-11	1	-5	3.8	1.1	0.9	14	-7	1
[45] COc1cccc(C2CC(c3ccccc3)=NN2S(=O)(=O)c2ccccc2)c1OC (stereo not given)
 : -12	0	42	-6	2.6	1.1	1.1	11	-8	1.1
[46] COc1ccc(N2CCN(C(=O)c3ccc(NS(=O)(=O)c4ccc(F)c(F)c4)cc3)CC2)cc1
 : 8	-9	4	-6	0.1	1	0.9	-2	-4	1.1
[47] O=C(CN1CCN(Cc2ccccc2)C1=O)NCc1cccs1
 : 5	-18	-5	-7	2.3	1	0.9	0	-4	1.1
[48] Cc1ccc(S(=O)(=O)N(C)CC(O)Cn2c3ccccc3c3ccccc32)cc1 (stereo not given)
 : 9	-6	8	-4	8.6*	1	0.9	-8	-4	1
